# High-throughput results as filed in PubChem BioAssay.
# C1s block – complement C1s protease inhibitors, primary screen, biochemical, 10-compound mixtures | Complement C1s subcomponent (Homo sapiens), P09871 | purified C1s, fluorogenic AMC substrate, pooled mixtures | mean inhibition % of two 10-compound mixtures (active compounds read high), % at 5 µM (by protocol) | hit rate 0.16% among 62,000 | AID 538, 2006;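 active means inhibition above 20% in each of the two 10-compound mixture wells holding the compound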;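 further: 0% = enzyme wells lacking compound mixture and 100% = no-enzyme blank wells; some compounds called inactive have numbers as strong as hits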
# CatS block – inhibitors of human cathepsin S, biochemical, compound mixtures | recombinant cathepsin S, AMC dipeptide fluorescence, pooled mixtures | inhibition, %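 (tested at 5 µM per compound within 10-compound mixtures)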 | hit rate 0.06% among 62,000; in the data active means inhibition above about 32%, passing the limit was not always enough;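 further: 0% = enzyme without compound and 100% = blank without enzyme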
# CatL inh – inhibitors of human cathepsin L, biochemical. Procathepsin L (Homo sapiens), P07711. purified cathepsin L, fluorogenic substrate, fluorescence. inhibition, %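 (tested at 10 µM)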. hit rate 0.17% among 58,000. AID 460, 2006; in the data active means inhibition above about 45%;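 further: 0% = enzyme with no compound and 100% = no enzyme blank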
# Cathepsin G inh – human cathepsin G inhibitors, primary screen, biochemical, pooled compound mixtures, AMC fluorescence; P08311; inhibition, % at 5 µM (by protocol); hit rate 0.2% among 62,000; purified enzyme, AMC-tetrapeptide fluorescence;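 active means inhibition above 20% in each of the two mixture wells holding the compound; inactive means inhibition of 20% or less in either well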;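 further: 0% = enzyme control without mixture and 100% = blank lacking enzyme; strong numbers were not always called active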
# PKA kinase inh – inhibitors of human PKA kinase activity, primary screen, biochemical, ATP-depletion luminescence, Kemptide substrate; cAMP-dependent protein kinase catalytic subunit alpha (Homo sapiens), P17612; PKA Kemptide phosphorylation, Kinase-Glo ATP luminescence; inhibition, % at 6 µM; hit rate 0.1% among 65,000;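 active means inhibition above the screen-wide mean inhibition plus 3 SD, cut at about 21% in these data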; further: many of its hits are not listed in these tables
# Her2 expr inh – inhibitors of Her2 protein expression, primary screen, SKBR-3 cells, AlphaScreen, 66K library | HER2 level % of control, % at 10 µM | hit rate 0.69% among 65,000 | SKBR-3 HER2 protein level, 18-24 h; active compounds read low | Receptor tyrosine-protein kinase erbB-2 (Homo sapiens), P04626;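 active means HER2 level under 5% of the carrier-only control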;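 further: 100% = DMSO carrier and 0% = 500 nM PU-H71 HSP90 inhibitor; lower value means stronger loss of Her2 protein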
# Target sequence (P04626 whole entry, looked up): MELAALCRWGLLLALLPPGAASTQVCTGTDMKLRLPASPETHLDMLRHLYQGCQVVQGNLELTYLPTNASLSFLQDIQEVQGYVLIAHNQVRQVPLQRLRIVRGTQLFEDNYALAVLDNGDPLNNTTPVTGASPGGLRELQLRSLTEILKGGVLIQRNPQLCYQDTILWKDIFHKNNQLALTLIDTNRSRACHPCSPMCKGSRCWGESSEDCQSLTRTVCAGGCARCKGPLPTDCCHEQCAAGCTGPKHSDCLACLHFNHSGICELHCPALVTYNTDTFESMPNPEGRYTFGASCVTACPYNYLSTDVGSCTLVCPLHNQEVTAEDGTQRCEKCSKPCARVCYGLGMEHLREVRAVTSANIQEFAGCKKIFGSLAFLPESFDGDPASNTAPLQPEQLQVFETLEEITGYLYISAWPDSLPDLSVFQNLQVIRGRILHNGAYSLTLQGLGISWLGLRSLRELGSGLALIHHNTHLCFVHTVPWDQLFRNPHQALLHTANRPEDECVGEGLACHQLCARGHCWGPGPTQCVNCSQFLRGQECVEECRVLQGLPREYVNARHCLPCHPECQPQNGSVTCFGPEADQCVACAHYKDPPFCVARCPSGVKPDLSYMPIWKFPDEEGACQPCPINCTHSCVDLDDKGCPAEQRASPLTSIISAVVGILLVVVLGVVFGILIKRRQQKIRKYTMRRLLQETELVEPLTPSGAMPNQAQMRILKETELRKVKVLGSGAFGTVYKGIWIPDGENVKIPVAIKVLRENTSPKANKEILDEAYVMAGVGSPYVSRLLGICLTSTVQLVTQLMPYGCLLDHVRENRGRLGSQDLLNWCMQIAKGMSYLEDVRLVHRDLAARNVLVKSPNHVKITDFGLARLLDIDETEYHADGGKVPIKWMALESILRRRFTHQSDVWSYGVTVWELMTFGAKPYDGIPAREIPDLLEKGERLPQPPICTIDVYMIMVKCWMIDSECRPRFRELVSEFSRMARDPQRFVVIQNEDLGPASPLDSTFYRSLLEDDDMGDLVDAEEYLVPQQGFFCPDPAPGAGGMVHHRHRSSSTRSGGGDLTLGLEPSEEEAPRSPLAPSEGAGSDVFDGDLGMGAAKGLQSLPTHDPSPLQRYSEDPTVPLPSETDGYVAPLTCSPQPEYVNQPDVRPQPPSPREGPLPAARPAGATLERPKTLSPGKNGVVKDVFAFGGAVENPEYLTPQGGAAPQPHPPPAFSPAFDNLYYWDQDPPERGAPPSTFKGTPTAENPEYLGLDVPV
# CatB block – human cathepsin B inhibitors, primary screen, biochemical, fluorogenic substrate. purified cathepsin B, fluorescence. P07858. AID 453, 2006. hit rate 0.1% among 63,000. inhibition, %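 (tested at 10 µM)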; in the data active means inhibition above about 21%;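 further: 0% = enzyme with no compound and 100% = no enzyme blank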
# CatB mix inh – cathepsin B inhibitors from pooled compounds, primary screen, biochemical, compound mixtures, AMC fluorescence; P07858; hit rate 0.06% among 62,000; Purified cathepsin B, AMC dipeptide fluorescence; AID 488, 2006; inhibition, %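 (ten-compound pools at 5 µM per compound and 50 µM total)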; in the data active means inhibition above about 22%, passing the limit was not always enough;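 further: 0% = enzyme without compound and 100% = no enzyme blank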
# ROCK2 blocker – inhibitors of human ROCK2 kinase, primary screen, biochemical, high-throughput, luminescence | hit rate 0.35% among 60,000 | inhibition, % at 6 µM | purified ROCK2, Kinase-Glo ATP depletion luminescence;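 active means inhibition above the screen-wide mean inhibition plus 3 SD, cut at about 18% in these data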;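 further: plate controls were DMSO wells for no effect and Y-27632 control wells after no-enzyme background subtraction for full effect; many of its hits are not listed in these tables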
# Starred values were filed as active, the others as inactive; . = no result given. The list is partial; count on the stated rates, not on these rows.
# Values in the order: C1s block	CatS block	CatL inh	Cathepsin G inh	PKA kinase inh	Her2 expr inh	CatB block	CatB mix inh	ROCK2 blocker
Cn1nnnc1SCCNCc1ccncc1
    7.5	5.4	17.6	3.4	3.3	88.3	1.0	1.2	-3.1
c1ccc(CN2CCN(c3nc(-c4ccccn4)nc4ccccc34)CC2)cc1
    .	.	-0.7	.	-17.2	104.0	-1.1	.	-16.2
Cc1ccc(C)c2[nH]c(=O)c(CN(Cc3ccco3)S(=O)(=O)c3ccc4c(c3)OCCO4)cc12
    0.5	-1.8	-1.3	-1.4	3.0	91.9	-5.1	7.6	0.8
Cn1c(Cc2ccccc2)nnc1SCC(=O)Nc1ccc2c(c1)OCCO2
    -24.4	-3.2	11.7	-4.1	-0.8	86.4	-4.5	1.0	0.5
Nc1ccccc1NC(=O)c1ccccc1
    1.6	13.3	14.2	1.7	9.8	88.5	-4.4	-0.7	6.5
CCC(=O)Nc1nc2cc(OC)ccc2s1
    -29.2	1.1	14.2	-4.1	-7.5	95.5	-3.7	2.9	2.6
O=C(Cn1c(NCCO)nc2ccccc21)c1ccc(Cl)cc1
    -5.8	8.2	28.9	8.4	5.5	139.4	4.1	4.7	5.3
CCS(=O)(=O)N1CCC(C(=O)NCc2cccnc2)CC1
    4.2	-1.1	-1.1	2.0	7.8	76.0	-4.7	7.4	1.8
CCOc1ccc(-c2nn3c(-c4ccc(F)cc4)nnc3s2)cc1
    14.3	-0.8	15.0	9.3	9.2	104.4	2.9	0.9	7.7
CCOC(=O)CSc1nnc(-c2ccc(OC)cc2OC)o1
    12.5	-2.8	10.2	9.0	5.2	101.9	4.7	-1.9	1.7
COc1cc(CN2CCN(c3ccccc3F)CC2)cc(OC)c1O
    0.3	10.7	-0.6	1.7	-1.7	129.3	-2.9	5.2	3.6
COc1ccc(OC)c(NC(=O)CC(NCCC2=CCCCC2)C(=O)O)c1 (stereo not given)
    16.7	-1.6	14.9	16.6	1.8	98.6	5.2	2.5	6.3
Cc1noc(C)c1S(=O)(=O)N(CC(=O)NCc1ccc(Cl)cc1)c1ccc2c(c1)OCO2
    -5.9	-4.6	.	7.2	-5.0	83.7	0.3	1.7	2.6
CC1=C(C(=O)NCCN2CCOCC2)C2(CCC(C)CC2)OC1=O (stereo not given)
    13.0	-5.2	.	9.7	-4.9	93.1	-0.5	0.1	1.5
CCOC(=O)Cc1csc(SCC(=O)Nc2cccc(C#N)c2)n1
    3.7	13.7	-6.7	10.7	-7.5	82.9	1.4	3.6	-2.1
COc1ccc(C(=O)N2CCN(C(C)=O)CC2)cc1S(=O)(=O)NCc1ccc(Cl)cc1
    -10.7	-5.3	6.9	-4.8	8.4	80.0	-2.0	7.5	3.4
CCCCc1cc(=O)oc2cc(OCC(=O)N(CC)CC)ccc12
    -26.1	2.2	.	-8.9	.	122.0	6.7	1.5	.
O=C1c2ccccc2C(=O)N1c1ccc(S(=O)(=O)N2CCN(c3ccccc3)CC2)cc1
    -8.5	2.6	-7.3	7.8	7.5	109.0	1.9	4.5	2.1
COc1ccc(NC(=O)Cn2nnc(-c3ccccc3F)n2)cc1Cl
    -25.5	4.2	-1.4	-0.2	-1.1	76.2	-3.2	-3.0	-2.3
CC(CCc1ccccc1)NC(=O)CSc1nccc(=O)[nH]1 (stereo not given)
    0.2	16.0	7.8	7.6	2.5	.	3.7	4.3	.
COc1cc(C(=O)N2CCN(C(=O)CC(C)C)CC2)cc(OC)c1OC
    -11.4	5.4	-2.7	-11.0	14.8	98.2	6.3	2.0	6.0
Cc1c(S(=O)(=O)Nc2cc(Cl)ccc2Cl)c(=O)n(C)c(=O)n1C
    -3.5	-2.0	11.7	-0.5	4.1	96.1	-3.5	0.4	3.3
O=C(NC1CCCCC1)c1sc(=S)n2c1[nH]c(=O)c1ccccc12
    6.9	0.0	4.5	6.3	12.0	61.5	1.0	-0.1	6.9
CC/C(=N\O)C(C)(C)/[N+]([O-])=C/c1ccc(Br)cc1
    6.9	1.8	5.9	9.7	3.1	120.3	-2.1	2.1	3.9
Cc1ccc(OCC(=O)Nc2ccc3c(c2)nc2n3CCOC2)cc1
    6.4	-1.9	-0.2	10.0	9.6	82.6	-0.8	10.8	4.1
Cc1ccc(-c2cc(C)nc3ncnn23)cc1
    10.8	-4.1	-3.6	8.1	3.8	70.5	0.1	2.7	7.9
O=S(=O)(NCc1ccncc1)c1ccc(S(=O)(=O)NCC2CCCO2)cc1 (stereo not given)
    -39.5	16.6	7.4	0.2	2.9	110.7	1.0	6.9	4.5
O=C(NC1CCCCC1)N1CCc2ccccc21
    -61.7	16.2	1.9	-14.8	4.3	107.0	7.1	5.8	-7.8
Cc1nnc(NC(=O)CN2C(=O)c3ccccc3S2(=O)=O)s1
    16.0	5.6	.	8.1	1.5	91.3	3.0	4.1	3.4
O=C(NCc1ccc(F)cc1)C1CCCN1C(=O)NCc1ccccc1 (stereo not given)
    0.3	10.5	26.6	12.3	7.9	124.1	4.3	-1.6	4.3
COc1ccc(S(=O)(=O)N2CCC(C(=O)NC3CC3)CC2)cc1Cl
    5.4	8.9	1.1	1.0	11.6	90.6	-1.6	2.2	9.9
CCOC(=O)C(C)Sc1nc2c(c(=O)[nH]c(=O)n2C)n1C/C=C(/C)Cl (stereo not given)
    1.5	-2.8	-1.0	0.2	1.8	98.1	-3.9	2.9	7.9
CC(C)c1ccccc1NC(=O)CCCC(=O)O
    9.8	-0.5	-11.7	9.4	1.1	97.6	1.6	2.4	2.6
Cc1cccc(N2CCN(CCNC(=O)c3cc4c(s3)CS(=O)(=O)C4)CC2)c1C
    -0.9	6.5	17.2	7.4	5.8	104.9	3.8	3.0	.
O=C(NC1CCCCC1)C1CC(O)CN1C(=O)OCc1ccccc1 (stereo not given)
    9.2	-0.8	2.5	7.9	-6.6	102.1	1.9	2.5	-3.2
CCOC(=O)c1oc2ccccc2c1NC(=O)c1cccc(OC)c1OC
    9.5	7.0	8.9	11.9	3.4	111.1	5.1	3.4	4.5
O=C(NCC1CCCO1)C1CC(=O)N(C2CCCCCC2)C1 (stereo not given)
    3.4	10.2	12.0	10.1	2.8	119.5	5.4	0.1	4.4
Cc1ccc(C(=O)NCc2ccc3c(c2)OCO3)cc1N1CCCC1=O
    -0.2	-5.9	.	-1.3	-6.6	88.4	1.1	-1.4	-3.0
Cc1nn(-c2ccccc2)c(C)c1CCC(=O)O
    0.7	-6.0	.	-4.2	0.8	98.9	-1.0	1.9	-0.6
CCc1[nH]nc2c1C1(CCN(C(=O)c3ccccc3)CC1)C(C#N)=C(N)O2
    -77.6	-1.3	2.0	-0.5	2.9	87.5	3.6	-10.0	8.3
COc1ccc(S(=O)(=O)N2CCN(CC(=O)Nc3ccc(C)c(F)c3)CC2)cc1
    8.2	-10.8	1.2	9.5	6.6	100.2	5.4	4.7	7.0
Cc1ccc(NC(=O)CCn2c(=O)oc3ccccc32)c(C)c1
    -15.2	-1.9	-1.3	-3.5	7.5	92.2	1.8	-1.1	3.5
CCS(=O)(=O)NCC(c1cccnc1)N1CCN(c2ccc(F)cc2)CC1 (stereo not given)
    -7.7	0.8	-8.9	7.8	3.4	92.3	4.2	3.0	2.4
COc1ccc(C2C(C(=O)O)CC(=O)N2C2CCCCC2)cc1 (stereo not given)
    5.7	3.7	19.6	8.1	8.3	148.7	3.5	1.2	6.3
CCN(CC(=O)N1CCCCCC1)S(=O)(=O)c1ccc(Cl)cc1
    -100.8	7.4	11.7	-4.7	0.1	94.4	0.2	1.3	2.3
COc1cccc(C(=O)N(Cc2ccc3c(c2)OCO3)Cc2nc3ccccc3c(=O)[nH]2)c1
    0.4	5.5	30.5	-0.4	0.1	73.4	-3.2	5.5	-0.6
CC(OC(=O)CNC(=O)c1ccc2c(c1)OCO2)C(=O)NCCC1=CCCCC1 (stereo not given)
    -57.9	-5.3	3.7	-5.4	-0.8	99.1	-0.8	-5.9	-1.5
COc1ccc(CN(C(=O)c2oc3ccccc3c2C)C2CCS(=O)(=O)C2)cc1 (stereo not given)
    0.2	23.4	6.2	2.7	6.3	84.9	9.3	6.9	5.4
COC(=O)CCSCC(=O)Nc1cc(C)on1
    -25.7	-4.1	-6.1	-0.6	4.7	86.6	-7.6	4.4	2.4
Cc1ccc(-n2c(SCc3nnc4n3CCC4)nnc2-c2ccccc2)cc1
    -18.9	-6.8	1.1	6.9	-4.0	73.8	6.4	1.3	-5.2

# Next section
# Values in the order: C1s block	CatS block	CatL inh	Cathepsin G inh	PKA kinase inh	Her2 expr inh	CatB block	CatB mix inh	ROCK2 blocker
CCOC(=O)CNC(=O)CSc1ncnc2c1cnn2-c1ccccc1
    -9.8	-8.2	6.1	-9.6	6.3	127.2	9.4	3.9	-1.6
O=C1CCCN1CCC1CCN(C2CC(=O)N(c3ccc(Cl)cc3)C2=O)CC1 (stereo not given)
    -76.9	-16.4	-1.0	-19.3	12.5	91.9	0.7	-2.8	9.0
CCCCN(C)Cc1c(C)[nH]c2c(Cl)cccc2c1=O
    16.8	-1.8	4.1	9.7	-4.1	100.7	5.0	1.0	1.0
COc1cccc(NC(=O)CSc2nccn2-c2cccc(OC)c2)c1
    13.8	-0.6	7.7	10.3	9.7	104.3	4.7	2.9	8.8
O=C(c1cc(-c2cccnc2)nc2ccc(Br)cc12)N1CCC2(CC1)OCCO2
    -28.4	12.1	.	-6.3	-3.9	65.9	5.6	1.1	-0.7
O=C(O)CCN1C(=O)c2ccccc2C1=O
    -0.1	-13.3	-4.1	3.6	4.2	98.5	1.4	8.6	4.1
COc1ccc(CSc2nnc(N)s2)cc1F
    12.9	0.2	4.0	11.2	7.0	81.8	2.5	4.0	17.2
Cn1c(=O)c2c(SCC(N)=O)nc(CC(C)(C)C)nc2n(C)c1=O
    2.5	-0.3	.	-2.5	-6.3	131.0	1.7	0.7	-0.8
CCn1c(N)c(C(=O)NCC2CCCO2)sc1=S (stereo not given)
    16.7	3.8	15.1	8.9	-3.1	96.6	4.0	3.8	4.2
O=C(Nc1ccc(Br)cc1Cl)Nn1cnnc1
    -12.9	2.4	11.8	5.4	-4.7	87.3	2.8	-5.6	-0.7
CCOC(=O)C1=C(C)NC(=O)NC1c1c(OCC(=O)N2CCCCC2)ccc2ccccc12 (stereo not given)
    9.3	13.6	18.8	28.7	0.0	66.4	1.8	-2.0	-2.1
COc1ccc(-n2c3c(cc(C(=O)Nc4ccc5c(c4)C(=O)NC5=O)c2=O)C(=O)CCC3)cc1
    17.2	3.7	8.8	10.6	-2.3	90.9	2.8	2.3	-0.2
Cc1ccc2c(c1)c1c(n2C)C(C(N)=O)CCC1 (stereo not given)
    -9.6	12.5	21.4	-12.6	5.5	105.2	8.1	5.9	-1.8
COC(=O)C1=C(C)N=C2SC(C)C(=O)N2C1c1ccc(C(=O)OC)cc1 (stereo not given)
    .	.	16.3	.	2.3	147.6	7.2	.	0.1
CCN(CC)C(=O)NC1CC2CCCC(C1)N2Cc1ccccc1 (stereo not given)
    12.5	-6.0	-13.9	11.0	-1.7	104.8	0.9	0.7	-3.7
O=C(CN1CCc2ccccc2C1)c1cccs1
    3.9	7.1	5.2	-0.1	5.9	68.7	-1.3	2.2	7.5
